RMI-FANCM inh: disruptors of RMI1/RMI2 association with MM2 peptide – biochemical, fluorescence polarization, human, primary screen; AID 1159607, 2016; 0.58% of 70,000 active; FP signal (polarization) at 33 µM; RMI core complex with F-MM2 peptide; active compounds read low; RMI core complex (RMI1/RMI2) binding to FANCM MM2 peptide, human; in the data active = FP signal below about 40; also: inactives centre near 61; strong numbers were not always called active; unit not given here
The depositor's hits bear a star; & = joins results of further samples.

SMILES | RMI-FANCM inh
CC(C)Sc1nnc(OC(=O)N(C)C)n1-c1cccc(C(F)(F)F)c1 | 59
COP(=O)(NC(C)=O)SC (stereo unspecified) | 57
COc1ccccc1N1CCN(CCCCNC(=O)c2ccco2)CC1 | 57
Cc1csc(CN2CCN(C(=O)Cc3ccc(Cl)cc3)CC2)n1 | 60
C[C@H]1C2Cc3ccc(O)cc3[C@@]1(C)CCN2CC1CC1 | 54
CNC(=S)NNC(=O)C1(O)CN2CCC1CC2 (stereo unspecified) | 51
C=Cc1cccc2c1OC1(C)NC(=S)NC2C1C(=O)OCC (stereo unspecified) | 62
c1ccc(C2NCCc3[nH]cnc32)cc1 (stereo unspecified) | 73
COc1ccc(Br)cc1/C=C/[N+](=O)[O-] | 59
CCCN(CCC)[C@H]1CCc2c(F)ccc(O)c2C1 | 59
CSc1nc(NC(C)C)c2cnn(CCN)c2n1 | 77
O=C(NC(=S)Nc1ccccc1Cl)c1csc([N+](=O)[O-])c1 | 56
N#CC(C#N)=Cc1c2ccccc2cc2ccccc12 | 38
COc1ccc(CC2c3cc(OC)c(OC)cc3CCN2C)cc1OC (stereo unspecified) | 65&61
CCn1cnc2c(Nc3cccc(Cl)c3)nc(N[C@@H]3CCCC[C@@H]3N)nc21 | 77
CC(C)=CCCC1(C)C=Cc2c(O)c3c(c(CC=C(C)C)c2O1)OC12C(=CC4CC1C(C)(C)OC2(C/C=C(/C)C(=O)O)C4O)C3=O (stereo unspecified) | 54
COc1cccc(OCC(=O)N2CCN(Cc3nc(-c4ccc(F)cc4)cs3)CC2)c1 | 65
CCC(C)c1cnc(CC(C)C)c(=O)n1O (stereo unspecified) | 58
CCCOC(=O)c1c(N)n(Cc2ccco2)c2nc3ccccc3nc12 | 4
O=C1C=C(Br)C(=O)C=C1Br | 48

Reprinted at random: 2 compounds from above.
SMILES | RMI-FANCM inh
CSc1nc(NC(C)C)c2cnn(CCN)c2n1 | 77
O=C(NC(=S)Nc1ccccc1Cl)c1csc([N+](=O)[O-])c1 | 56

(listing goes on)
SMILES | RMI-FANCM inh
N#CC(C#N)=Cc1sccc1Br | 86
Cc1nn(C(C)(C)C)c(C)c1/C=N\OC(=O)Nc1cccc(C(F)(F)F)c1 | 40
O=C(CCCN1CCC(n2c(=O)[nH]c3ccccc32)CC1)c1ccc(F)cc1 | 199
COC1CC(O[C@H]2CC[C@]3(C=O)C4CC[C@]5(C)C(C6=CC(=O)OC6)CC[C@]5(O)C4CC[C@]3(O)C2)OC(C)C1O (stereo partly specified) | 60
NCCc1ccc(O)cc1 | 63&59
c1ccc2c(c1)OCC(C1=NCCN1)O2 (stereo unspecified) | 56&55
CCS(=O)(=O)Nc1cccc(C(=C2CCCCC2)c2cnc[nH]2)c1 | 54
C[C@]12CCC3C(CC[C@H]4C[C@H](OS(=O)(=O)O)CC[C@]34C)C1CCC2=O (stereo partly specified) | 56
COC(=O)C1CNC(=O)C1 (stereo unspecified) | 63
CC1C[C@H]2CC(=O)[C@H]3CCCN4CCC[C@H]2[C@]34C1 (stereo partly specified) | 65

A second format for part of the listing above.
| Molecule | RMI-FANCM inh |
| --- | --- |
| C[C@H]1C2Cc3ccc(O)cc3[C@@]1(C)CCN2CC1CC1 | 54 |
| CNC(=S)NNC(=O)C1(O)CN2CCC1CC2 (stereo unspecified) | 51 |
| C=Cc1cccc2c1OC1(C)NC(=S)NC2C1C(=O)OCC (stereo unspecified) | 62 |
| c1ccc(C2NCCc3[nH]cnc32)cc1 (stereo unspecified) | 73 |
| COc1ccc(Br)cc1/C=C/[N+](=O)[O-] | 59 |
| CCCN(CCC)[C@H]1CCc2c(F)ccc(O)c2C1 | 59 |
| CSc1nc(NC(C)C)c2cnn(CCN)c2n1 | 77 |
| O=C(NC(=S)Nc1ccccc1Cl)c1csc([N+](=O)[O-])c1 | 56 |
| N#CC(C#N)=Cc1c2ccccc2cc2ccccc12 | 38 |
| COc1ccc(CC2c3cc(OC)c(OC)cc3CCN2C)cc1OC (stereo unspecified) | 65&61 |
| CCn1cnc2c(Nc3cccc(Cl)c3)nc(N[C@@H]3CCCC[C@@H]3N)nc21 | 77 |
| CC(C)=CCCC1(C)C=Cc2c(O)c3c(c(CC=C(C)C)c2O1)OC12C(=CC4CC1C(C)(C)OC2(C/C=C(/C)C(=O)O)C4O)C3=O (stereo unspecified) | 54 |
| COc1cccc(OCC(=O)N2CCN(Cc3nc(-c4ccc(F)cc4)cs3)CC2)c1 | 65 |
| CCC(C)c1cnc(CC(C)C)c(=O)n1O (stereo unspecified) | 58 |
| CCCOC(=O)c1c(N)n(Cc2ccco2)c2nc3ccccc3nc12 | 4 |
| O=C1C=C(Br)C(=O)C=C1Br | 48 |
| N#CC(C#N)=Cc1sccc1Br | 86 |
| Cc1nn(C(C)(C)C)c(C)c1/C=N\OC(=O)Nc1cccc(C(F)(F)F)c1 | 40 |
| O=C(CCCN1CCC(n2c(=O)[nH]c3ccccc32)CC1)c1ccc(F)cc1 | 199 |
| COC1CC(O[C@H]2CC[C@]3(C=O)C4CC[C@]5(C)C(C6=CC(=O)OC6)CC[C@]5(O)C4CC[C@]3(O)C2)OC(C)C1O (stereo partly specified) | 60 |
| NCCc1ccc(O)cc1 | 63&59 |
| c1ccc2c(c1)OCC(C1=NCCN1)O2 (stereo unspecified) | 56&55 |
| CCS(=O)(=O)Nc1cccc(C(=C2CCCCC2)c2cnc[nH]2)c1 | 54 |
| C[C@]12CCC3C(CC[C@H]4C[C@H](OS(=O)(=O)O)CC[C@]34C)C1CCC2=O (stereo partly specified) | 56 |
| COC(=O)C1CNC(=O)C1 (stereo unspecified) | 63 |
| CC1C[C@H]2CC(=O)[C@H]3CCCN4CCC[C@H]2[C@]34C1 (stereo partly specified) | 65 |

Next part
SMILES | RMI-FANCM inh
COc1cc(N)c(Cl)cc1C(=O)NC1CN2CCC1CC2 (stereo unspecified) | 59
CN1CCc2nc(N)c(C#N)c(-c3ccco3)c2C1 | -4
COc1ccccc1OCC(=O)N1CCN(Cc2nc(C)cs2)CC1 | 63
NCCC(O)C(=O)N[C@@H]1C[C@H](N)[C@@H](O[C@H]2O[C@H](CN)[C@@H](O)[C@H](O)[C@H]2N)[C@H](O[C@@H]2O[C@H](CO)[C@H](O)[C@H]2O)[C@H]1O (stereo partly specified) | 55
Cc1cccc(NC(=O)c2cccn(Cc3ccc(F)cc3)c2=O)n1 | 55
CCCCOC(=O)c1ccccc1C(=O)OCCCC | 60
CCCCc1ccc(C(=O)O)nc1 | 52&60
Cc1sc2ccccc2c1CC1=NCCN1 | 62
C=C1NN=C(c2c[nH]c3ccccc23)O1 | 68
Clc1cnc(Oc2ccc(Oc3ncc(Cl)cc3Cl)cc2)c(Cl)c1 | 51
Cc1cc(C)c2nc(N3CCNCC3)sc2c1 | 72
CCCC[N+]1(C)C2CC(OC(=O)[C@H](CO)c3ccccc3)CC1C1OC12 (stereo partly specified) | 57
CCC(C)C(O)C(=O)O[C@H]1[C@H](OC=O)C2[C@@]3(C)C=CC(=O)C(C)(C)C3C[C@@H](OC(=O)C(O)C(C)C)[C@@]2(C)[C@@]23O[C@@H]2C[C@@H](c2ccoc2)[C@]13C (stereo partly specified) | 58
CCc1ccc(C=C(C#N)C#N)cc1 | 61
C[C@@H]1O[C@@H](O[C@H]2C[C@@H](O)[C@]3(CO)[C@@H]4C(CC[C@]3(O)C2)[C@@]2(O)CC[C@H](C3COC(=O)C3)[C@@]2(C)C[C@H]4O)[C@H](O)[C@H](O)[C@H]1O (stereo partly specified) | 56
Oc1ccc2c3c1O[C@H]1c4[nH]c5ccccc5c4C[C@@]4(O)C(C2)N(CC2CC2)CC[C@]314 | 71
CC12CCC3C(CCC4CC(=O)/C(=C\c5ccc(Br)cc5)CC43C)C1CCC2O (stereo unspecified) | 68
CC(=O)[C@H]1CC[C@H]2[C@@H]3CC[C@H]4C[C@H](O)CC[C@]4(C)[C@H]3C(=O)C[C@]12C | 56&57
O=C(Cc1csc(Nc2ccccc2)n1)N1CCN(Cc2ccccc2)CC1 | 63
Cc1ccc(C(=O)NC(O)C(Cl)(Cl)Cl)cc1 (stereo unspecified) | 63
c1ccc(C2CNCCO2)cc1 (stereo unspecified) | 70
CC(C)OP(=O)(OC(C)C)C(N)Cc1ccccc1 (stereo unspecified) | 58
CCN(CC)S(=O)(=O)c1ccc(C(=O)Nc2ccc(Cl)cc2C(=O)c2ccccc2)cc1 | 76
C#C[C@]1(O)CCC2C3CC[C@H]4C[C@H](O)CCC4(C)C3CCC21C (stereo partly specified) | 62
CCCN1CCC[C@H](c2cccc(O)c2)C1 | 48
O=C(O)c1nonc1-c1nonc1C(=O)O | 59
CCN(CC)C(=O)N[C@H]1C=C2c3cccc4[nH]cc(c34)C[C@H]2N(C)C1 | 20*
Cn1ccc(C(=O)Nc2ccc(Cl)cc2C(=O)c2ccccc2)n1 | 64
ClC12CCCCC1C(c1ccccc1)NCC2 (stereo unspecified) | 67

Only part of the results is shown; rates above refer to the full screens.
